Screens as filed in PubChem BioAssay.
L3MBTL1 inh = L3MBTL1 (human) inhibition | Q9Y468 | AlphaScreen L3MBTL1–H3K9me1 peptide binding | Potency, µM (doses to about 57.1 µM), for the others: at the highest dose activity, negative = inhibition, hits mostly inhibitors | hit rate 0.66% among 230,000 | AID 485360; active = well fitted inhibition curve with a large enough effect; inconclusive = small, poorly fitted or top-dose-only effect; inactive = no such curve, though single readings can be large or run the other way; also: nearly all actives have a fitted effect of over 60% in size
Target sequence (Q9Y468 whole entry, looked up): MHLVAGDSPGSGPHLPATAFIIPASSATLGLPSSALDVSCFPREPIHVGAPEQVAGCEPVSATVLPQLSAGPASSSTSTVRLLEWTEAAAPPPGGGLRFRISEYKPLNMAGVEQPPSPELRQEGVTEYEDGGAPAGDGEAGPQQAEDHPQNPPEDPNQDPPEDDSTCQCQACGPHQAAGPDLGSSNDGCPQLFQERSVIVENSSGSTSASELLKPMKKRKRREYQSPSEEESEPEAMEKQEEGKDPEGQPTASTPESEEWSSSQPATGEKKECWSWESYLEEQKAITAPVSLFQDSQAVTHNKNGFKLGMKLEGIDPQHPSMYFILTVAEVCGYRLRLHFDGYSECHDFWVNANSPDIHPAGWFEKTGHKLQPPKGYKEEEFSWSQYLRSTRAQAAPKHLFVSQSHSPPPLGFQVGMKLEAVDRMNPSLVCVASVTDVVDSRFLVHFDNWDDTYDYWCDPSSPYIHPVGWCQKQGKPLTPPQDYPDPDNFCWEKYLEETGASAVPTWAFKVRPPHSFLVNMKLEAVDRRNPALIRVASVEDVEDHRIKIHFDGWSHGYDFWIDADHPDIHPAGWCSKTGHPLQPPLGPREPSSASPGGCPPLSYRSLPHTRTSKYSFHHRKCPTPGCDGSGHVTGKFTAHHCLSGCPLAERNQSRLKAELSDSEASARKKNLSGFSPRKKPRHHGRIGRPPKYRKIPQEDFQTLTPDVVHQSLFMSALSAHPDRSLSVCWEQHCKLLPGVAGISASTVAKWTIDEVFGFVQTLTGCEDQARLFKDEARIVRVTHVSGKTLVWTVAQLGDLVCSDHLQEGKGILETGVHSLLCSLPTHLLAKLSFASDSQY
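L3MBTL1 (50 nM) pre-complexed 30 min with biotinylated H3(1-15)K9me1 peptide (75 nM), then compounds added for 30 min at room temperature; AlphaScreen streptavidin donor/nickel chelate acceptor beads (10 ug/mL final) read after 30 min dark incubation.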
The depositor's hits bear a star; ? = inconclusive; [ ] = remark or other dose. % is scaled to controls: 0 for no effect and ±100 for the full control effect; potency is read from the fitted curve at half-maximal effect. Some of the compounds tested. The share of hits here may be higher or lower than overall.

L3MBTL1 inh,SMILES
2%,COc1ccc(C(=O)OCC(=O)N2CCc3ccccc3C2)cc1OC
4%,COc1ccc(OC)c(C2C(C(C)=O)=C(C)Nc3ncnn32)c1 (stereo unspecified)
-3%,O=C(O)CCC(=O)N1N=C(c2ccco2)CC1c1ccco1 (stereo unspecified)
2%,Cc1ccc(S(=O)(=O)NCCC(=O)N2CCN(S(=O)(=O)c3cccc(F)c3)CC2)cc1C
-1%,O=C(C[C@H]1C/C=C/CC[C@@H](Cc2ccc(F)cc2)C(=O)O[C@@H](c2ccccc2)CNC1=O)NCCO
3%,CCN(C(=O)C1CSC2(C)CCC(=O)N12)c1nc2c(C)cccc2s1 (stereo unspecified)
6%,Cc1cccnc1NC(=O)c1ccc2c(c1)NC(=O)C(C)S2 (stereo unspecified)
-1%,COc1ccc(S(=O)(=O)N2CCCCC2)cc1NC(=O)Cc1cccs1
6%,Cn1c(Cc2cccs2)nnc1SCC(=O)Nc1ccccc1F
-6%,COc1cc(C(=O)NCC2CCCN2S(=O)(=O)c2cccs2)cc(OC)c1OC (stereo unspecified)
-10%,CCOC(=O)N1CCN(C(=O)COC(=O)CSc2ccc([N+](=O)[O-])cc2)CC1
-4%,O=C(COC(=O)/C=C/c1ccc(Cl)cc1)Nc1ccc2[nH]c(=O)[nH]c2c1
8%,CN(C)C1=NCCN1CCc1ccc(F)cc1
5%,COc1ccc(NS(=O)(=O)c2ccc(C)c(C(=O)N(C)CCc3ccc(OC)c(OC)c3)c2)cc1
?,COc1cccc(N2CCN(c3ccc(S(=O)(=O)N4CCN(C)CC4)cc3[N+](=O)[O-])CC2)c1
-7%,C=CC[C@@H](Cc1ccc(F)cc1)C(=O)OC[C@@H]1CCCN1C(=O)[C@H](CC=C)CC(=O)N(CCO)Cc1ccccc1
-2%,Cc1ccc(S(=O)(=O)N(C)CC(=O)OCC(=O)NCCc2ccc(S(N)(=O)=O)cc2)cc1
-5%,CCCN1CCC(=O)N([C@H](CSc2ccccc2)c2ccccc2)CC1
13%,c1cn2c(NC3CCCCC3)c(-c3ccc(SC4CCCCC4)cc3)nc2cn1
4%,Cc1cc(C)n2nc(C(=O)OC(C)C(=O)c3ccccc3)nc2n1 (stereo unspecified)
0%,COc1ccc2nc(SCC(=O)NC3CCCCC3C)[nH]c2c1 (stereo unspecified)
-1%,Cc1ccc(NC(=O)c2ccc3c(=O)n4c(nc3c2)CCCCC4)nc1
-9%,O=C(COC(=O)/C=C/c1ccccc1[N+](=O)[O-])Nc1ccc(S(=O)(=O)N2CCOCC2)cc1
-2%,Cc1cc(C)c2nc(N(CCCN(C)C)C(=O)C3=COCCO3)sc2c1
-3%,Cc1cccc(N(Cc2ccccc2)C(=O)C2CCN(C(=O)c3ccccc3C)CC2)c1
7%,O=C(COC(=O)C12CC3CC(CC(Br)(C3)C1)C2)Nc1c(F)cccc1F
4%,O=C(NCc1cc(C(F)(F)F)ccc1Cl)c1cccc2c1C(=O)c1ccc(N3CCC(Cc4ccccc4)CC3)cc1S2(=O)=O
-6%,CC(=O)c1cccc(NC(=O)CSc2nnc(-c3ccncc3)o2)c1
0%,CCCCCC(=O)N[C@@H](c1ccccc1)[C@@H](O)C(=O)O[C@H]1C[C@@]2(O)[C@@H](OC(=O)c3ccccc3)C3[C@](C)(C(=O)[C@H](OC(C)=O)C(=C1C)C2(C)C)[C@@H](O)C[C@H]1OC[C@@]31OC(C)=O (stereo partly specified)
-2%,Cc1ccc(CN2CC(C(=O)N3CCN(S(=O)(=O)c4cc(C)ccc4C)CC3)CC2=O)cc1 (stereo unspecified)

A draw from above in order of molecular weight, highest first:
L3MBTL1 inh,SMILES
-6%,COc1cc(C(=O)NCC2CCCN2S(=O)(=O)c2cccs2)cc(OC)c1OC (stereo unspecified)
-6%,CC(=O)c1cccc(NC(=O)CSc2nnc(-c3ccncc3)o2)c1
4%,Cc1cc(C)n2nc(C(=O)OC(C)C(=O)c3ccccc3)nc2n1 (stereo unspecified)

Next part.
L3MBTL1 inh,SMILES
5%,O=C(c1cccc(S(=O)(=O)NCc2ccc3c(c2)OCO3)c1)N1CCCC1
7%,CCN(CC(=O)Nc1c(F)cccc1F)C(=O)c1ccc2ncsc2c1
1%,COc1ccc([N+](=O)[O-])cc1NC(=O)C(C)OC(=O)CSC(C)C(=O)Nc1cc(C)on1 (stereo unspecified)
5%,Cc1nc(Cc2nnc(SCC(=O)N(C)c3ccccc3)o2)cs1
-1%,C[C@H](CO)N1C[C@H](C)[C@@H](CN(C)C(=O)NC2CCCCC2)Oc2c(NC(=O)Nc3ccccc3)cccc2C1=O
-4%,CN(C)c1cccc(C(=O)NNC(=O)C23CC4CC(CC(C4)C2)C3)c1
-7%,O=C(c1ccncc1)N1CCN(S(=O)(=O)c2ccc3ccccc3c2)CC1
-3%,Cc1ccc(S(=O)(=O)N2CCN(C(=O)CSc3ccccn3)CC2)c(C)c1
-3%,COc1ccc(OC(=O)N2CCOCC2)cc1
-2%,COc1cc(OC)cc(C(=O)NNC(=O)CCC(=O)c2cc(C)sc2C)c1
1%,N#Cc1ccccc1OCC(=O)OCC(=O)NC1CCCC1
-7%,O=C(CC1SC(N2CCCCC2)=NC1=O)Nc1ccc(C(=O)O)cc1 (stereo unspecified)
2%,O=C(NCc1ccccc1Br)c1cccc2c1C(=O)c1ccc(-c3ccc(OC(F)(F)F)cc3)cc1S2(=O)=O
2%,OCC[C@H]1C[C@@H](O)[C@H](O)[C@]2(CCCc3ccccc3O2)O1
5%,Cc1cc(F)ccc1S(=O)(=O)Nc1ccccc1C(=O)N1CCCC1
-2%,C=CCN1C(=O)c2ccc(C(=O)N3CCN(c4ccccc4OC)CC3)cc2C1=O
8%,CC(OC(=O)CCc1ccccc1)C(=O)Nc1ccc(Cl)cn1 (stereo unspecified)
-12%,CCC(C)NC(=O)CSc1nc2cc(S(=O)(=O)N3CCOCC3)ccc2n1CC (stereo unspecified)
1%,CC[C@@]1(C(=O)OC)N[C@H](CN(C)C(=O)Nc2ccc(OC)cc2)[C@@H]2C(=O)N(Cc3ccccc3)C(=O)[C@@H]21
-13%,CC(C)(C)OC(=O)[C@H](Cc1ccccc1)NC(=O)c1nc[nH]c1C(=O)NC1CCNCC1
-10%,N=c1c(S(=O)(=O)c2ccccc2)cc2c(=O)n3ccccc3nc2n1Cc1cccnc1
7%,COc1cccc(CNC(=O)c2cc(C3CC3)nc3c2cnn3C(C)C)c1
-2%,Cc1cccc(NC(=O)c2ccc(Cl)c(S(=O)(=O)N3CCCCCC3)c2)n1
2%,CC(C)(C)c1ccc(OCCC(=O)OCC(=O)NC(=O)NC2CCCC2)cc1
6%,CC(=O)NC(CC(=O)OCC(=O)N1CCN(S(=O)(=O)c2ccc(Cl)cc2)CC1)c1ccccc1 (stereo unspecified)
4%,COc1cccc(CN(C)C(=O)C2CCN(S(=O)(=O)c3ccc(C)cc3)CC2)c1OC
1%,O=C(COC(=O)CN1C(=O)C2CCCCC2C1=O)Nc1cc(F)ccc1F (stereo unspecified)
-12%,O=C(CN1C(=O)NC2(CCOc3ccccc32)C1=O)c1ccc[nH]1 (stereo unspecified)
5%,Cn1cc(S(=O)(=O)NC2CCCC2)c(=O)n(C)c1=O
7%,CCN(C(=O)CSc1nc2ccccc2[nH]1)C1CCS(=O)(=O)C1 (stereo unspecified)

Among those listed so far, 4 contain a thiophene ring, fused or not:
L3MBTL1 inh,SMILES
-1%,COc1ccc(S(=O)(=O)N2CCCCC2)cc1NC(=O)Cc1cccs1
6%,Cn1c(Cc2cccs2)nnc1SCC(=O)Nc1ccccc1F
-6%,COc1cc(C(=O)NCC2CCCN2S(=O)(=O)c2cccs2)cc(OC)c1OC (stereo unspecified)
-2%,COc1cc(OC)cc(C(=O)NNC(=O)CCC(=O)c2cc(C)sc2C)c1

Continuation:
L3MBTL1 inh,SMILES
-2%,O=C(C1CCN(S(=O)(=O)c2cccs2)CC1)N1CCN(c2ccccc2O)CC1
-13%,COc1cccc(NC(=O)COc2coc(CN3CCc4ccccc4C3)cc2=O)c1
3%,Cc1cccc(-n2nnnc2SCC(=O)NCC2(N3CCOCC3)CCCCC2)c1C
-4%,COc1cc(/C=C/C(=O)OCC(=O)N2c3ccccc3CC2C)cc(OC)c1OC (stereo unspecified)
5%,NC(=O)c1ccc(NC(=O)CSc2nnc(-c3ccc4c(c3)OCO4)o2)cc1
1%,O=C(c1ccc(-n2cncn2)c([N+](=O)[O-])c1)N1CCN(S(=O)(=O)c2ccc(Br)cc2)CC1
-4%,COc1ccc(S(=O)(=O)N2CCOCC2)cc1NC(=O)CCOc1ccc(C(C)(C)C)cc1
9%,CN(C(=O)COC(=O)CSc1ccc(C(N)=O)cc1[N+](=O)[O-])C1CCCCC1
2%,CN(CC(=O)Nc1ccccc1C(F)(F)F)C(=O)c1ccc(N2C(=O)CCC2=O)cc1
-4%,CCCCN1C(=O)C(=O)N(CC(=O)Nc2ccc(C(N)=O)cc2)C1=O
-6%,Nc1nc(N)nc(-c2cc([N+](=O)[O-])ccc2O)n1
?,COCCn1c(C)cc(C(=O)COC(=O)c2[nH]c(C)c(C(C)=O)c2C)c1C
-4%,COc1cccc(NC(=O)c2ccccc2NC(=O)c2ccncc2)c1
-1%,Cc1ccc(NC(=O)CN(C)C(=O)Cc2ccc3c(c2)CCC3)cc1
5%,C[C@@H](NS(=O)(=O)c1ccc(Br)cc1F)[C@@H](O)c1ccccc1
4%,Cc1cccc(C)c1NC(=O)CN(C)C(=O)CSCc1c(C)noc1C
0%,O=C(Nc1cc(Cl)ccc1F)c1ccc(-n2cncn2)c([N+](=O)[O-])c1
-7%,O=C(CCc1ccccc1)N[C@@H]1c2ccccc2CC[C@@H]1OCc1ccccc1
-7%,CCC1CCc2sc(C(=O)NCC(c3ccc(OC)cc3)N3CCOCC3)cc2C1 (stereo unspecified)
15%,Cc1ccccc1-c1cc(C(=O)O)n(CC2CC(c3cccnc3)=NO2)n1 (stereo unspecified)
5%,O=C(COC(=O)C12CC3CC(CC(C3)C1)C2)NNC(=O)c1ccccc1
-1%,COc1ccc(S(=O)(=O)N2CCOCC2)cc1NC(=O)CN(C)CC(=O)Nc1cccc(F)c1
1%,COc1cc(CCC(=O)OCC(=O)N(CC(C)C)C2CCS(=O)(=O)C2)cc(OC)c1OC (stereo unspecified)
5%,Cc1ccc(S(=O)(=O)N2[C@@H](c3ccc(Br)cc3)C(C(=O)O)=C[C@H]2C(C)(C)C)cc1
-4%,O=C(Nc1ccccc1C(F)(F)F)C(O)(c1ccccc1)C1CCCCC1 (stereo unspecified)
-5%,C[C@@H]1CN([C@@H](C)CO)C(=O)Cc2cc(NC(=O)Nc3ccc(F)cc3)ccc2O[C@@H]1CN(C)Cc1ccc(Cl)c(Cl)c1
-2%,COc1cc(OC)cc(-c2sc3ccc(OC)cc3c2-c2ccc(OCCN3CCCCC3)cc2)c1
-1%,COc1ccc(S(N)(=O)=O)cc1C(=O)OCC(=O)Nc1sccc1C#N
1%,COc1ccc(OC)c(NC(=O)CSc2nc(=O)n(CCN3CCOCC3)c3c2CCC3)c1
3%,CC(=O)NCc1ccc(-c2csc(NC(=O)CCCc3nc4ccccc4c(=O)[nH]3)n2)cc1

In a second layout: results already given
O=C(NCc1cc(C(F)(F)F)ccc1Cl)c1cccc2c1C(=O)c1ccc(N3CCC(Cc4ccccc4)CC3)cc1S2(=O)=O
- L3MBTL1 inh: 4%
CC(=O)c1cccc(NC(=O)CSc2nnc(-c3ccncc3)o2)c1
- L3MBTL1 inh: -6%

(more compounds)
L3MBTL1 inh,SMILES
0%,O=C(N[C@@H](Cc1ccccc1)C(=O)OCc1ccccc1)c1ccco1
-7%,COc1ccccc1C(CNC(=O)c1oc2ccccc2c1C)N1CCCC1 (stereo unspecified)
-9%,Cc1c(C(=O)Nc2nccs2)oc2ccc(Br)cc12
-4%,COc1cc(C#N)ccc1OC(=O)c1cccc(S(=O)(=O)N2CCN(C)CC2)c1
-1%,Cc1ccc(OCC(=O)N(C)C2CCCCC2)c([N+](=O)[O-])n1
-3%,CCN(C(=O)c1ccc(=O)[nH]c1)c1c(N)n(Cc2ccccc2)c(=O)[nH]c1=O
-1%,O=C(NC1CCCC1)c1cccc2c1C(=O)c1ccc(Cl)cc1S2(=O)=O
49%[activator],Cc1cc(OCC(=O)Nc2ccccc2C)no1
4%,Cc1cc(Cn2nc(C(=O)NCc3cccc(C(F)(F)F)c3)cc2-c2ccccc2)on1
3%,CC(=O)c1c(C)[nH]c(C(=O)OCC(=O)N2CCCC2=O)c1C
8%,Cc1nc(C)c(C(=O)OCC(=O)Nc2ccccc2SCC#N)s1
-21%,COc1ccc(C)cc1-n1c(SCC(=O)NC2CC2)nc2ccccc2c1=O
-6%,Cc1cc(NS(=O)(=O)c2ccc(NC(=O)CNS(=O)(=O)c3ccccc3)cc2)nc(C)n1
9%,COc1ccc(NS(=O)(=O)c2cc(C(=O)NNC(=O)c3ccncc3)ccc2OC)c(OC)c1
-1%,CCOc1ccccc1C1NC(=O)NC(C)=C1C(=O)OCc1ccccc1 (stereo unspecified)
7%,CCN(C[C@H]1N[C@@](C)(C(=O)OC)[C@H]2C(=O)N(Cc3ccccc3)C(=O)[C@@H]12)C(=O)NC(C)C
